Screening data from PubChem BioAssay.
CatG inh = cathepsin G (human) inhibition; P08311; purified enzyme, AMC-tetrapeptide fluorescence, pooled mixtures; inhibition, % at 5 µM (by protocol); 0.2% of 62,000 active; AID 581;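 active = inhibition above 20% in each of the two mixture wells holding the compound; inactive = inhibition of 20% or less in either well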;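 also: 0% = enzyme control without mixture and 100% = blank lacking enzyme; strong numbers were not always called active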
FXIa inh mix = blocks human factor XIa in pooled compound mixtures; inhibition, % at 5 µM; purified FXIa, fluorogenic substrate; P03951; AID 680; 0.19% of 62,000 active;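 also: each value is inhibition by a whole ten-compound pool holding the compound; 0% = enzyme with no mixture and 100% = wells lacking enzyme; strong numbers were not always called active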
CatB inh = blocks human cathepsin B protease activity; P07858; inhibition, %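 (tested at 10 µM)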; AID 453; 0.1% of 63,000 active; purified cathepsin B, fluorogenic substrate, fluorescence; in the data active = inhibition above about 21%;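 also: 0% = enzyme with no compound and 100% = no enzyme blank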
CatB mixtures = inhibitors of human cathepsin B in compound mixtures; 0.06% of 62,000 active; P07858; Purified cathepsin B, AMC dipeptide fluorescence; inhibition, %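 (ten-compound pools at 5 µM per compound and 50 µM total)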; in the data active = inhibition above about 22%, passing the limit was not always enough;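 also: 0% = enzyme without compound and 100% = no enzyme blank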
CatS inh = inhibitors of human cathepsin S; P25774; recombinant cathepsin S, AMC dipeptide fluorescence, pooled mixtures; inhibition, %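 (tested at 5 µM per compound within 10-compound mixtures)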; 0.06% of 62,000 active; AID 501; in the data active = inhibition above about 32%, passing the limit was not always enough;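 also: 0% = enzyme without compound and 100% = blank without enzyme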
Target sequence (P25774 115-331 limits assumed): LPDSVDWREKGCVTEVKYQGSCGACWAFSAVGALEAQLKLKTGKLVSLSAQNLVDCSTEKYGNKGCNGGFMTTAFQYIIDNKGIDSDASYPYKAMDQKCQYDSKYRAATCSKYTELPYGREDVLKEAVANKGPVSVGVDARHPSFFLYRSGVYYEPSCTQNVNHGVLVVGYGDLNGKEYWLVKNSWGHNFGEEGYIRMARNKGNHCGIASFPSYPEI
C1s block = human complement C1s inhibition | P09871 | purified C1s, fluorogenic AMC substrate, pooled mixtures | mean inhibition % of two 10-compound mixtures (hits give high values), % at 5 µM (by protocol) | 0.16% of 62,000 active;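 active = inhibition above 20% in each of the two 10-compound mixture wells holding the compound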;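 also: 0% = enzyme wells lacking compound mixture and 100% = no-enzyme blank wells; some compounds called inactive have numbers as strong as hits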
CatL inh = inhibitors of human cathepsin L. inhibition, %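 (tested at 10 µM)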. 0.17% of 58,000 active. P07711. purified cathepsin L, fluorogenic substrate, fluorescence; in the data active = inhibition above about 45%;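 also: 0% = enzyme with no compound and 100% = no enzyme blank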
Target sequence (P07711 114-288 limits assumed): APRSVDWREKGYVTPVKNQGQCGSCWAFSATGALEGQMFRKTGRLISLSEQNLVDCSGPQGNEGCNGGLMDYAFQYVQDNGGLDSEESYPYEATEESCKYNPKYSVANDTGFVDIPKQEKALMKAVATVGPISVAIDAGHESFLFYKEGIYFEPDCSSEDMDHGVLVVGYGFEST
Target sequence (P07711 292-333 limits assumed): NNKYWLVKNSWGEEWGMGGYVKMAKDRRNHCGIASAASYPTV
A340 absorber = absorbance at 340 nm; compound absorbance at 340 nm, fold over control; fold change at 10 µM; AID 708; 65,000 tested, under 10 active;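 active = at 10 µM dose, initial 340 nm absorbance at least 2 fold that of control wells; inactive = change under 2 fold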;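 also: initial absorbance extrapolated from kinetic A340 decline of NADH oxidation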
FXIIa inh mix = factor XIIa (human) inhibition, mixture screen; purified FXIIa, fluorogenic substrate, pooled mixtures; 0.2% of 62,000 active; inhibition, % at 5 µM;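 also: 0% = enzyme without compound and 100% = no enzyme blank; some results filed as inactive read as strong as hits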
Target sequence (P00748 20-372 limits assumed): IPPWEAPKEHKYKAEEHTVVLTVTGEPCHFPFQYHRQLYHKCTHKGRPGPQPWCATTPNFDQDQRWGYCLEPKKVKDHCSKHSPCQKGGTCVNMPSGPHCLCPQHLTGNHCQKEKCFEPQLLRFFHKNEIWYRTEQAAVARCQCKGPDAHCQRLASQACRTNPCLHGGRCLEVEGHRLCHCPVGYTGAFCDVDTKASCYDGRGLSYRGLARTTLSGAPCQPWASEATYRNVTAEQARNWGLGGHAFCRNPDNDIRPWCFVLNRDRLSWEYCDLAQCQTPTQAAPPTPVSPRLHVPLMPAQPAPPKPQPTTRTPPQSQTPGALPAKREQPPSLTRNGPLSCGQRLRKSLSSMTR
Target sequence (P00748 373-615 limits assumed): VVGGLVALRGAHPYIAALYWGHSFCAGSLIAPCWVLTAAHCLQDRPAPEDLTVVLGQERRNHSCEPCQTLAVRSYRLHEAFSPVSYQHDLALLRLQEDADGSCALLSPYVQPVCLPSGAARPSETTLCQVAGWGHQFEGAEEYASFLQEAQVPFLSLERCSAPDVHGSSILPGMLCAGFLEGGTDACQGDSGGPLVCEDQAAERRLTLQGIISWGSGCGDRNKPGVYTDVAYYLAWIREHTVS
* = called active by the depositor; x = no result given. Rule as the data show it, unless noted: active = inhibition above about 20% (passing the limit was not always enough); inactive = the rest.

Compound	FXIIa inh mix	CatB mixtures	FXIa inh mix	CatS inh	C1s block	CatL inh	CatG inh	CatB inh	A340 absorber
COC(=O)c1ccsc1NC(=O)C1=COCCO1	1	2	-3	-2	-2	x	6	-1	1.1
CCCn1cnc2cc(NCc3cccc(OC)c3)ccc21	-2	4	7	-2	18	-15	12	3	1
Cc1ccc(CN2CCN(C(=O)C3CCCO3)CC2)cc1 (stereo not given)	11	-13	-3	-13	-29	0	-4	-3	1.1
CCOC(=O)c1sc(-c2ccc(OC)cc2)cc1N	4	2	-1	10	1	21	7	7	1.1
CN1CCc2nc(SCC(=O)Nc3ccc(Cl)cc3)c(C#N)cc2C1	-3	1	11	-5	9	-5	4	3	1
CN(C(=O)c1cccnc1)c1nc(-c2ccccc2)cs1	11	5	4	5	9	18	11	0	1
Cc1cccc(NC(=O)c2cnc3sccn3c2=O)c1C	4	0	6	2	9	x	8	0	1.2
Cc1cc(C)nc(SCc2nnc(SCc3ccccc3Cl)o2)n1	0	5	0	5	5	7	11	1	1
O=C(CCNS(=O)(=O)c1ccc2c(c1)CCC(=O)N2)Nc1ccc2c(c1)OCCO2	10	0	5	-2	7	3	16	6	0.99
COc1ccc(N(CC(O)Cn2nnc3ccccc32)S(=O)(=O)c2ccc(C)cc2)cc1 (stereo not given)	-5	-1	-4	10	2	-3	1	-3	0.99
CCc1nnc(NS(=O)(=O)c2ccc(N3C(=O)C4CC=C(Cl)CC4C3=O)cc2)s1 (stereo not given)	1	5	4	15	2	-1	-1	6	1
CCOc1ccc(C2CC(c3ccc(F)cc3)Nc3nc(N)nn32)cc1 (stereo not given)	4	5	5	8	4	19	0	-1	1
COc1ccc(OC)c(NC(=O)CSc2ncccc2C(=O)O)c1	3	0	4	-8	4	-5	3	1	1
CCOCCCN(C(=O)CNC(=O)c1ccco1)C(C(=O)NC1CCCC1)c1ccccc1C (stereo not given)	-18	0	4	-10	3	-3	6	1	1
COc1ccc(N(C)S(=O)(=O)c2c(C)[nH]c(=O)[nH]c2=O)c(OC)c1	9	-2	4	-2	-39	4	-9	0	0.99
CC(=O)Nc1ccc(S(=O)(=O)N2CCSC2c2ccccc2)cc1 (stereo not given)	5	7	6	3	1	3	6	1	0.96
CCN(CC)c1ccc(-n2c(C)c(C(C)=O)c(C(C)=O)c2C)cc1	5	4	-1	11	-4	7	-6	3	1
O=C(Nc1ccc(O)cc1)c1ccc(C(=O)c2ccccc2)o1	2	-8	-5	3	-4	4	9	-2	1.1
Nc1nonc1-c1nc2ccccc2n1Cc1ccc(Cl)cc1	10	22	1	-2	13	30	8	8	1.1
Cc1cc2cc(CCNC(=O)c3ccc(S(=O)(=O)N4CCOCC4)cc3)c(=O)[nH]c2cc1C	10	0	-1	2	-9	10	0	0	1.1

Exported field by field: entries from further up.
COC(=O)c1ccsc1NC(=O)C1=COCCO1
  FXIIa inh mix = 1
  CatB mixtures = 2
  FXIa inh mix = -3
  CatS inh = -2
  C1s block = -2
  CatL inh = x
  CatG inh = 6
  CatB inh = -1
  A340 absorber = 1.1

CCCn1cnc2cc(NCc3cccc(OC)c3)ccc21
  FXIIa inh mix = -2
  CatB mixtures = 4
  FXIa inh mix = 7
  CatS inh = -2
  C1s block = 18
  CatL inh = -15
  CatG inh = 12
  CatB inh = 3
  A340 absorber = 1

(more compounds)
Compound	FXIIa inh mix	CatB mixtures	FXIa inh mix	CatS inh	C1s block	CatL inh	CatG inh	CatB inh	A340 absorber
CCOc1ccc(-c2nnc3sc(COc4ccc(Cl)cc4)nn23)cc1	2	2	6	1	12	-2	-6	-1	1.1
O=C(O)CCCCCNS(=O)(=O)c1c(Cl)cccc1Cl	9	3	5	-8	13	-6	8	5	1
CCOc1ccc(NC(=O)CN2CCN(CC(=O)Nc3ccc4c(c3)OCO4)CC2)cc1	1	0	4	-1	10	-3	42	2	1
COc1ccc(-c2noc(-c3ccccc3C(=O)NCc3ccco3)n2)cc1OC	0	0	7	-3	2	0	7	1	1.1
Cc1cccc(Cn2c(N(C)CCO)nc3c2c(=O)[nH]c(=O)n3C)c1	-1	0	5	-8	2	2	2	3	1
COC(=O)CN(C#N)c1nc(SC)nc(N(C)C)n1	0	2	11	13	6	9	6	1	1.1
CCOC(=O)CCn1c2nc(C)cc(C)c2c(=O)n1-c1ccccc1	10	3	-1	1	-7	-8	7	3	1.1
CS(=O)(=O)c1cccc(C(=O)Oc2ccccc2)c1	17	2	1	7	4	17	7	2	1
O=C(O)CCC(=O)N1CCc2cc(S(=O)(=O)NC3CCCc4ccccc43)ccc21 (stereo not given)	0	6	5	15	-6	9	-2	1	1
O=C(CSc1nnc(C23CC4CC(CC(C4)C2)C3)o1)Nc1ccc(N2CCOCC2)c(Cl)c1	0	-1	11	-3	-17	0	28	0	1.1
Cc1cccc(N2CCN(C(=O)CCn3c(=S)[nH]c4cc5c(cc4c3=O)OCO5)CC2C)c1 (stereo not given)	45*	44	5	x	2	-2	2	-6	1
CCc1nc(SCC(N)=O)c2c(=O)n(C)c(=O)n(C)c2n1	13	-3	-16	-3	-66	x	-4	9	1
Cc1ccc(-n2c(SCC(N)=O)nnc2-c2ccccn2)cc1C	4	4	13	1	16	32	10	1	1
COC(=O)c1ccc(NC(=O)c2ccc3c(c2)OCO3)cc1	17	-1	2	4	5	9	6	0	1
CCN1CCc2c(C#N)c(N3CCCCC3)nc(NCc3ccccc3)c2C1	-18	2	6	37	-5	-31	11	3	1
Cc1ccccc1-n1nc2c(c1NC(=O)c1c(-c3ccccc3Cl)noc1C)CSC2	-3	2	7	-6	10	-7	8	-2	0.98
O=C(Cn1nnc2ccccc21)NC1CCCCC1	-14	4	8	1	13	4	12	6	0.97
O=C(NC1CC1)C1CCCN1S(=O)(=O)c1ccc2ccccc2c1 (stereo not given)	1	-3	2	2	9	11	9	4	1
O=S(=O)(N1CCCCC1)N1CCCN(S(=O)(=O)N2CCCCC2)CC1	3	6	6	14	5	4	1	1	1
O=C(COc1ccc(-c2ccccc2)cc1)N1CCN(C(=O)c2cccnc2)CC1	4	2	-1	4	3	-12	10	3	1

(cont.)
Compound	FXIIa inh mix	CatB mixtures	FXIa inh mix	CatS inh	C1s block	CatL inh	CatG inh	CatB inh	A340 absorber
CCN(CC)S(=O)(=O)c1ccc2nc(COC(=O)c3n[nH]c4ccccc34)[nH]c2c1	1	3	3	-5	42	-11	8	3	1
Cc1ccc(-c2cc(-c3cccc(F)c3)n[nH]2)c(O)c1	3	-3	-3	5	3	20	6	6	1.1
CCCOc1ccc2c(C)c(CC(=O)OC)c(=O)oc2c1	0	-1	-1	-5	-36	-16	-7	0	1.1
CCOC(=O)N1CCN(S(=O)(=O)c2cc(Br)cc3c2N(C(=O)CC)CC3)CC1	-1	-1	2	1	0	-8	-2	-2	0.99
CCC(Sc1nc2cc3c(cc2c(=O)n1Cc1ccco1)OCO3)C(=O)Nc1ccccc1OC (stereo not given)	1	5	4	9	-12	2	-2	6	1
Cn1c(=O)c(C(=S)NC(=O)C2CC2)c(N)n(Cc2ccccc2)c1=O	3	3	0	2	1	16	-9	3	1
COc1ccc(C(N)=O)cc1NC(=O)CC(O)(C(F)(F)F)C(F)(F)F	10	2	6	5	8	2	9	-1	1
CCN(CC)C(=O)Oc1ccccc1NC(C)=O	-21	-3	13	-2	9	0	38	-2	1
COc1cc(C2NC(=O)NC(C)=C2C(=O)OCc2ccc(C)cc2)cc(OC)c1O (stereo not given)	3	0	9	14	0	12	-2	-1	0.99
COc1ccc2[nH]c(=O)c(CN(C(=O)c3cccnc3)c3ccccc3OC)cc2c1	-3	-28	-66	-51	-66	-8	-40	2	1
COc1cccc(-c2nnc(SCCC(=O)O)n2C)c1	0	3	13	-5	1	-10	0	-6	1
Cc1[nH]nc2c1C1(CCN(C(=O)OCc3ccccc3)CC1)C(C#N)=C(N)O2	1	-3	4	10	-1	16	4	-4	0.98
Cc1cccc(CSc2ncnc3nc[nH]c23)c1	7	0	0	0	-17	-6	-4	1	1
NC(=O)c1cc(-c2ccccc2)nc(N2CCCCCC2)n1	-1	2	4	2	-3	-12	-4	0	0.99
NC(=O)CSCc1cccc(Br)c1	1	2	0	-3	-6	-7	5	3	1.1
COc1ccc(N2Cc3cccc(C(=O)O)c3C2=O)cc1	14	7	7	2	3	-2	1	1	1.1
Cc1cccc(C)c1NC(=O)CCCSc1nnc(-c2ccco2)o1	-21	1	-22	-6	6	-9	9	-1	1
O=S(=O)(Nc1nc2ccccc2[nH]1)c1ccccc1	16	2	12	-5	14	6	10	4	1.1
CC1CN(c2nc3c(c(=O)[nH]c(=O)n3C)n2Cc2ccccc2F)CC(C)O1 (stereo not given)	3	-1	2	2	-3	5	-3	3	1.1
Cc1cccc(C(=O)Nc2ncc(CN3CCOCC3)s2)c1	5	4	9	-7	6	-10	0	-6	1

Continued.
Compound	FXIIa inh mix	CatB mixtures	FXIa inh mix	CatS inh	C1s block	CatL inh	CatG inh	CatB inh	A340 absorber
Cc1ccc(N2CCN(c3ccc(C)cc3)C2c2ccncc2)cc1	-16	0	-5	-3	-13	15	-12	2	1
COCc1nc(-c2ccc(-c3ccccc3)nc2OC)no1	10	5	3	-1	14	2	7	5	1.1
O=C(c1cc2ncc(Br)cn2n1)N1CCOCC1	-18	0	-3	-29	-20	8	2	4	1.1
COc1ccc(NC(=O)CSc2nnc(Cc3cccn3C)n2CCc2ccccc2)c(OC)c1	7	3	9	-19	7	2	8	4	1
O=C(NC1CCCCCC1)C1C2C=CC3(CN(Cc4cccnc4)C(=O)C13)O2 (stereo not given)	6	3	2	-5	-2	4	-2	-3	1.1
CC(=O)OCC(=O)[C@@]12OC3(CCCC3)O[C@@H]1C[C@H]1[C@@H]3CCC4=CC(=O)C=C[C@]4(C)[C@@]3(F)[C@@H](O)C[C@@]12C	2	2	4	13	10	-3	9	1	0.98
N#CC1=C(N)Oc2n[nH]c(-c3cccs3)c2C1c1ccsc1 (stereo not given)	11	7	4	8	16	6	16	4	1.1
CC(C)C1CC(=O)NC(SCC(=O)Nc2ccc(Br)cc2)=C1C#N (stereo not given)	5	2	4	24	-16	29	-10	5	0.96
N#CC1=C(N)SC2(CCCCC2)SC1c1ccccc1 (stereo not given)	10	4	-1	2	5	29	8	2	1.1
Cc1cc(C)nc(-n2nc(C)cc2NC(=O)COC(=O)CCC(=O)c2cccs2)n1	7	-3	-4	4	-22	6	-4	0	1
CCCN(CC(=O)c1cc(C)n(C)c1C)S(=O)(=O)c1cccc(C(F)(F)F)c1	-1	6	9	-6	5	-4	-1	-6	1
CCOC(=O)N1CCC(NC(=O)C(Cc2ccccc2)NC(=O)C2CCCCC2)CC1 (stereo not given)	1	1	5	1	1	5	-2	2	1
O=C(CCc1nc2ccccc2[nH]1)Nc1ccccc1	2	0	12	-7	-2	-1	-3	3	1
CC(=O)N1c2ccccc2C(=O)OC1c1cccnc1 (stereo not given)	-2	5	2	13	-34	25	-5	5	0.98
CCCCNC(=O)c1c[nH]c2ccc(S(=O)(=O)Nc3ccc(OCC)cc3)cc2c1=O	1	3	-5	-3	0	1	11	1	1.1
Cc1c(C(=O)N2CCN(C)CC2)oc2ccc(S(=O)(=O)N3CCOCC3)cc12	1	6	9	-1	1	-1	0	-3	1
COc1ccccc1-c1nc(C(F)(F)F)c(OC)o1	5	-4	8	29	-6	6	8	4	0.98
COc1ccc(C2C3=C(CC(C)(C)CC3=O)Nc3c2c(=O)[nH]c(=O)n3Cc2ccccc2)cc1OC (stereo not given)	4	4	1	-5	4	3	7	1	1.1
O=C(CN1CCN(c2ccccn2)CC1)Nc1cc(C(F)(F)F)ccc1Cl	4	4	3	7	16	15	11	-1	1
CCOC(=O)N1CCC(NC(=O)c2ccc(CS(=O)(=O)c3ccc(OC)cc3)o2)CC1	9	2	6	-6	-4	x	-1	-3	1
COc1ccccc1N1CCN(S(=O)(=O)c2ccc(Cl)s2)CC1	-12	2	-5	-2	-20	-1	-7	-1	1.1

An excerpt, so the mix of outcomes need not match the whole.
